mIDH1 inhibitor: inhibitors of human mutant IDH1 R132H. Potency, µM (doses to about 76.6 µM), for inactives: at the top dose activity change, negative = inhibition, hits mostly inhibitors. IDH1-R132H enzyme, NADPH consumption, diaphorase/resazurin fluorescence. 390,000 tested, 0.093% active. O75874; note: potency is the fitted concentration of half-maximal effect; % is set by controls: 0 for no effect and ±100 for the full control effect; nearly all actives have a fitted effect of over 65% in size
Target sequence (O75874 whole entry R132H, stated change not applied): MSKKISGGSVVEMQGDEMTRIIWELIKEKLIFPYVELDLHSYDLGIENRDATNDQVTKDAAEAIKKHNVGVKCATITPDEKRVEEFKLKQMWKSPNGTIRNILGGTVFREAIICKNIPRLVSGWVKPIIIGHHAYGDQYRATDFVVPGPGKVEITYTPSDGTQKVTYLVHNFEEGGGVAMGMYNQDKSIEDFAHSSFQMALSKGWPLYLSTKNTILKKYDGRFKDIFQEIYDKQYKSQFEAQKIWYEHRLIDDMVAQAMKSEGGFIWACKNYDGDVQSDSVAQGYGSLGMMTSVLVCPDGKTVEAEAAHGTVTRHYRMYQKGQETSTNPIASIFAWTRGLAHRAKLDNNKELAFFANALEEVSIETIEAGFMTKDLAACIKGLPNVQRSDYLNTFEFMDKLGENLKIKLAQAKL
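IDH1-R132H (0.5 ug/mL dispensed) in pH 7.5 Tris buffer was preincubated 30 min with compound, then given a substrate mix of 0.016 mM NADPH and 2 mM alpha-KG for 80 min at room temperature; remaining NADPH was read by diaphorase/resazurin fluorescence.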
Vif-A3G inh: inhibitors of Vif-APOBEC3G interaction | Potency, µM (top dose mostly 46.1 µM), for inactives: at the highest dose activity, negative = active, hits mostly inhibitors | 410,000 tested, 0.076% active | HeLa A3G-eYFP + Vif (tagged APOBEC3G with the HIV-1 protein that degrades it), YFP fluorescence, overnight;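 note: potency is the fitted concentration of half-maximal effect; % is set by controls: 0 for no effect and ±100 for the full control effect; nearly all actives have a fitted effect of over 60% in size; hits raise eYFP signal because A3G escapes Vif-driven loss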
Target sequence (Q9HC16 whole entry, looked up): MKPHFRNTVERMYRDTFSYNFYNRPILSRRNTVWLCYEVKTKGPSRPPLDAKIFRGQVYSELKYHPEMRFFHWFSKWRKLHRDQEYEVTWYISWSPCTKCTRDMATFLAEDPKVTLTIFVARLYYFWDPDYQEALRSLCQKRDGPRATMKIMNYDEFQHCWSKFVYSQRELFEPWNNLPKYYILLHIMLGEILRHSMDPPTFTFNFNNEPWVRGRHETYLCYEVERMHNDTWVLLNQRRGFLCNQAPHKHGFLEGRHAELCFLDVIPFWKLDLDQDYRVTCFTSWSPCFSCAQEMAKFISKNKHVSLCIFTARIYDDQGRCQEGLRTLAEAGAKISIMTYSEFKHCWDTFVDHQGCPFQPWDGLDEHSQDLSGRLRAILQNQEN
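Read-out is eYFP fluorescence (Ex 488/Em 500-530) from Vif-expressing HeLa A3G-eYFP cells; more signal means A3G escaped Vif-mediated degradation. Cells plated overnight, compound pinned in, incubated overnight at 37 deg C.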
Vif-APOBEC3F blk: Vif-A3F binding inhibition. Potency, µM (highest dose often 46.1 µM), inactives show top-dose activity, negative = active. 390,000 tested, 0.2% active. HeLa A3F-eYFP + Vif (tagged APOBEC3F with the HIV-1 protein that degrades it), YFP fluorescence increase. AID 602313; note: potency is the fitted concentration of half-maximal effect; % of control where 0% means no effect; nearly all actives have a fitted effect of over 65% in size
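HeLa cells stably expressing Vif plus C-terminally eYFP-tagged A3F were seeded, incubated overnight at 37 deg C, dosed with compound, incubated overnight again at 37 deg C. Yellow fluorescence (Ex 488/Em 500-530) reported blocked Vif-mediated A3F-eYFP degradation.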
LDHA block: LDHA (human) enzyme inhibition; purified LDHA, NADH/diaphorase-resazurin fluorescence; hits give low values; P00338; activity change, % (values are at about 110 or 230 µM); 480,000 tested, 0.15% active; AID 1347041; in the data active = activity change below about -30%; inconclusive = mostly about -25% to -30%;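 note: plate controls were DMSO wells for no effect and wells without enzyme for full effect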
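Human LDH5 at 2 nM final in Tris HCl pH 7.4 with 0.06 mM NADH and 0.2 mM pyruvate, reacted 5 minutes at room temperature. Remaining NADH coupled via diaphorase/resazurin; resorufin fluorescence read at 0 and 20 minutes, normalized to enzyme-free and DMSO wells.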
Glioma ERSR ind: ER stress response induction in glioma. Potency, µM, for the others: at the top dose activation, actives largely listed as activators. 420,000 tested, 0.02% active. U87-MG GRP78 promoter luciferase reporter, 16 h; note: potency is the fitted concentration of half-maximal effect; series mostly up to about 76 µM; % of control where 0% means no effect; nearly all actives have a fitted effect of over 35% in size
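Stably transfected U87-MG human glioma cells carrying a GRP78-based luminescent sensor were seeded at 1000 cells/well, pin-dosed with compounds and incubated 16 h. Luciferase reagent was then added, and end-point luminescence was read after 10 min at room temperature.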
TrxR1 inh: blocks rat thioredoxin reductase 1; O89049; recombinant rTrxR1, NADPH fluorescence consumption, selenite substrate; AID 588453; Potency, µM (highest dose often 114 µM), for the others: top-dose activity change, negative = inhibition, most hits filed as inhibitors; 390,000 tested, 1% active; note: potency is the fitted concentration of half-maximal effect; % is set by controls: 0 for no effect and ±100 for the full control effect; nearly all actives have a fitted effect of over 65% in size
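Rat TrxR1 (90 nM in the dispensed reagent) was pre-reduced with 400 uM NADPH for 5 min at room temperature, then incubated with compound for 15 min. After 400 uM selenite was added, NADPH fluorescence (Ex 340/Em 450 nm) was followed for 8 min.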
USP1 inh: blocks the human USP1/UAF1 deubiquitinase complex; O94782; recombinant USP1/UAF1, Ub-Rhodamine cleavage fluorescence; Potency, µM (highest dose often 57.1 µM), without a hit: at the top dose activity change, negative = inhibition, hits mostly inhibitors; 390,000 tested, 0.23% active; note: potency is the fitted concentration of half-maximal effect; % is set by controls: 0 for no effect and ±100 for the full control effect; nearly all actives have a fitted effect of over 60% in size; inactives centre near -12
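In this screen, compounds sit with the deubiquitinase complex (1nM) for 15 min at room temperature before Ub-Rho is added at 150nM final. Fluorescence rise is then followed for 6 reads every 60 seconds.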
TrxR1 substrate: rat thioredoxin reductase 1 substrate activity; O89049; purified TrxR1 substrate turnover, NADPH consumption readout; Potency, µM (doses to about 114 µM), for inactives: at the highest dose activity change, negative = substrate turnover; 390,000 tested, 0.01% active; AID 588456; note: potency is the fitted concentration of half-maximal effect; % is set by controls: 0 for no effect and ±100 for the full control effect; nearly all actives have a fitted effect of over 50% in size
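Rat TrxR1, dispensed at 90 nM, was prereduced with 400 uM NADPH (final) for 5 min at ~22 deg C, then incubated with compound 15 min before 400 uM selenite. A first-read NADPH fluorescence drop versus no-compound background flagged substrates.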
RGS4 inhibitor: inhibitors of human regulator of G protein signaling 4; 390,000 tested, 0.039% active; Potency, µM (titrated, usually from 114 µM), without a hit: at the highest dose activity change, negative = inhibition, actives largely listed as inhibitors; Transcreener GDP fluorescence polarization, RGS4-accelerated GTP hydrolysis; P49798; AID 504845; note: potency is the fitted concentration of half-maximal effect; % is set by controls: 0 for no effect and ±100 for the full control effect; nearly all actives have a fitted effect of over 75% in size; some results filed as inactive show a strong effect at the top dose
Target sequence (P49798 whole entry, looked up): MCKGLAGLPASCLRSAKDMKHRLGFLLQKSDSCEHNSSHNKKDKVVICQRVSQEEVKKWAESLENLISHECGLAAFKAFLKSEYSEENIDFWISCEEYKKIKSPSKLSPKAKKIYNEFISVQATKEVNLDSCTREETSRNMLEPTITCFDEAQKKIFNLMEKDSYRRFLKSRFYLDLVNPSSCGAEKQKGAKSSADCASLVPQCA
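MLSMR compounds (23 nl, pin-transferred) preincubated 10 min at room temperature with a 500nM (2x) first reagent, then RGS4 at 900nM (2x) plus Transcreener GDP mix added; fluorescence polarization (620/688 nm) read before and after 90 min at 30 °C.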
Starred values were filed as active, the others as inactive; ? = inconclusive; . = not tested or not shown; & = joins results of further samples; [ ] = another dose, or the depositor's remark. Unless noted, calls come from the whole dose curve; as a rule, active = well fitted curve in the direction sought with a large enough effect; inconclusive = small, poorly fitted or top-dose-only effect, or another doubt; inactive = no such curve, though single readings can be large; an effect the other way counts as inactive or inconclusive.

#	Compound	USP1 inh	Vif-APOBEC3F blk	TrxR1 inh	TrxR1 substrate	mIDH1 inhibitor	RGS4 inhibitor	LDHA block	Vif-A3G inh	Glioma ERSR ind
1	O=P(Nc1ccccc1)(Nc1ccccc1)Oc1cccc(Cl)c1	-17%	-8%	1%[57.1 µM]	1%[57.1 µM]	3%	-12%	4	-5%	0%
2	CCN(CC)c1ccc(/C=C2\C(=O)NC(=O)N(CC3CCCO3)C2=O)cc1 (stereo unspecified)	-13%	-7%	?	-5%	-3%	?	-4	-7%	-2%
3	O=c1[nH]c(O)c(C=Nc2cc(F)cc(F)c2)c(=O)[nH]1	1%	-13%	5%	7%[2.29 µM]	-4%	14%	-9	-3%	-2%
4	CC(C)n1c(=O)c(C=Nc2cccc([N+](=O)[O-])c2)c(O)n(CCc2ccccc2)c1=O	-24%	?	?	-4%	1%	-44%	0	?	-4%
5	COC(=O)C1=C(c2ccc(OCc3ccccc3)cc2)C[C@@H]2CC[C@H]1N2C(=O)NCc1ccc(OC)c(OC)c1	?	2%	23%	-4%	-4%	22%	-4	1%	-5%
6	CN1C2CCC1CC(OC(c1ccccc1)c1ccccc1N)C2 (stereo unspecified)	-25%	1%	4%[57.1 µM]	2%[57.1 µM]	-8%	4%[56.9 µM]	-2	1%	-4%&4%&-5%&-4%
7	COC(=O)C1=C(c2ccc(OCc3ccccc3)cc2)C[C@@H]2CC[C@H]1N2C(=O)NCc1ccc(C(C)(C)C)cc1	-14%	0%	.	.	-6%	.	-5	3%	-7%
8	CSc1ccc(C(=O)C2CCCN(C)C2)cc1 (stereo unspecified)	-22%	0%	-4%	-3%	1%	-12%	2	8%	-2%
9	COc1ccc(NC(=O)N2CCC3(CC2)OCCO3)c(OC)c1	-13%	2%	12%	1%	9%	11%	-2	-6%	-6%
10	CCc1ccc(-n2nc(C)c3c2NC(=O)CSC3c2ccc(OC)cc2OC)cc1 (stereo unspecified)	-25%	.	1%	-8%	.	-1%	-2	.	.
11	Cc1ccc(OCCn2cccc2/C=C2/C(=O)NC(=O)N(Cc3ccco3)C2=O)cc1	-21%	?	40µM*	4%	1%	?	7	-12%	3%
12	CCC(=O)N1CC(=O)Nc2ccc(C)cc2C1c1ccc(F)cc1 (stereo unspecified)	-8%	-7%	10%	-1%	24%	-4%	5	-2%	-3%
13	CN1CCN(c2ccc(N)cc2)CC1	-29%	-1%	-14%	-7%	10%	?	13	0%	-4%
14	CCN(CC)c1ccc(N=Cc2c(O)[nH]c(=O)[nH]c2=O)cc1	-13%	-16%	44%[2.29 µM]	-7%	0%	?	12	-10%	3%
15	Cc1nc2ccccc2n1C1CCN(Cc2nnnn2CCc2ccccc2)CC1	-4%	-4%	11%	8%	6%	-16%	3	0%	-1%
16	Cc1ccc(N2C(=O)NC(=O)C3(Cc4ccccc4N4CCN(c5ccccc5)CC43)C2=O)cc1 (stereo unspecified)	-20%	4%	?	0%[57.1 µM]	-7%	-15%	-6	1%	6%
17	CNc1cc(N2CCN(C)CC2)ccc1[N+](=O)[O-]	-14%	-2%	0%	-5%	-14%	-5%	-17	2%	-1%
18	Cc1cc(C=C2C(=O)N(C)C(=S)N(C)C2=O)c(C)n1C1CCCC1	-20%	0%	-26%[57.1 µM]	9%[57.1 µM]	-1%	-26%	-3	-5%	?
19	Cc1ccc(C(=O)NC2CC3CCCC(C2)N3Cc2ccccc2)cc1 (stereo unspecified)	-7%	5%	11%[57.1 µM]	7%[57.1 µM]	6%	?	-4	0%	-1%
20	CCC1C2Cn3c(nc4ccccc43)C1N(C)O2 (stereo unspecified)	-22%	0%	10%[57.1 µM]	7%	-12%	-6%	-3	7%	-1%
21	NP(=O)(Oc1ccc(Cl)cc1)Oc1ccc(Cl)cc1	-10%	-2%	13%[57.1 µM]	8%[57.1 µM]	7%	-20%	8	-9%	-1%
22	Cc1ccc(C2=NCC(=O)N(CC(=O)N3CCCCC3)c3sc(C)c(C)c32)cc1	-15%	5%	-14%	6%[57.1 µM]	4%	-12%	0	1%	-5%
23	CC(C)NC(=O)Cn1cc(C(=O)c2ccccc2F)c2ccccc21	7%	.	4%	-7%	-4%	-7%	9	0%	-5%
24	Cc1cc(Cl)nc(N)n1	-15%	-1%	13%	7%	0%	-2%	-7	1%	-3%
25	CN(C)C(=O)OCc1n(C)cc[n+]1C	-14%	-5%	9%	-4%	-5%	19%	-18	0%	-4%
26	CC(=O)N1N=C2C3CCN(CC3)C2C1c1ccccc1 (stereo unspecified)	-6%	1%	28%	13%	-2%	16%	-20	0%	-3%
27	C[C@]12CC[C@H]3[C@@H](CCC4=CC(=O)CC[C@@H]43)[C@@H]1CC[C@@H]2O	-20%	1%	?	-10%	-9%	-20%	-2	-3%	-2%&-2%
28	CC(C)NC(C)Cc1ccc(I)cc1 (stereo unspecified)	-10%	3%	11%[57.1 µM]	8%[57.1 µM]	9%	-3%[56.9 µM]	-4	0%	-3%&-1%&-4%
29	Fc1ccc2c(c1)nnn2C1CCN(Cc2ccccc2)CC1	-15%	4%	19%[57.1 µM]	16%[57.1 µM]	2%	-9%	4	0%	-4%
30	CC[n+]1c(SC)ccc2cc(OC)ccc21	-7%	-11%	-6%	55%[activator]	-4%	5%	-1	-7%	-3%
31	O=C(Cn1cc(C(=O)c2ccccc2F)c2ccccc21)NC1CC1	-15%	2%	23%[57.1 µM]	-1%[57.1 µM]	4%	-21%	-1	-3%	-5%
32	CC(=O)OCC[N+](C)(C)C	-29%&-30%&10%	-3%&3%&-2%	17%&-1%&10%	6%&5%&0%	7%&9%&3%	4%	-4&1&-12	0%&6%&1%	-1%&-2%&0%&-1%&-4%&-4%&0%&-3%
33	CN1c2ccc([N+](=O)[O-])cc2CC2(C(=O)NC(=O)NC2=O)C1c1ccccc1 (stereo unspecified)	2%	-1%	-17%	-18%	2%	24%	-1	-10%	-5%
34	O=c1[nH]c2ccccc2c(=O)n1-c1cccc(Cl)c1	-5%	-13%	13%	8%	0%	6%	2	3%	7%
35	O=C(Nc1ccc(Cl)cc1)N1CC2CC(C1)c1cccc(=O)n1C2 (stereo unspecified)	-15%	-1%	8%	2%	5%	?	-2	1%	-2%
36	COc1ccc(-c2nn(CCC#N)cc2C(=O)Nc2ccc(C(C)=O)cc2)cc1	-17%	-4%	28%	4%	0%	-25%	2	2%	2%
37	Cc1ccccc1C(=O)N1Cc2cnnn2-c2ccccc2C1C#N (stereo unspecified)	-27%	9%	9%	6%	2%[38.3 µM]	-5%	-4	1%	-5%
38	Cc1cccc(CN2CCN(C(=O)Cc3ccccc3)CC2)c1	-23%	0%	29%	4%	3%	5%	-15	-6%	-2%
39	CCOC(=O)C1=C(N)OC(C)=C(C(=O)OCCOC)C12C(=O)Nc1ccccc12 (stereo unspecified)	-15%	-5%	-1%	-7%	1%	-15%	11	0%	-4%
40	COc1ccc(/C=C/C(=O)NC(=S)N2C[C@H]3C[C@H](C2)c2cccc(=O)n2C3)cc1OC	-10%	-7%	-16%	-3%	9%	-9%	-3	2%	-2%
41	C[C@]12CCCCC1=CC(=O)C1C2CC[C@@]2(C)C1C[C@@H](F)[C@@H]2O (stereo partly specified)	-5%	11%	6%	3%	4%	11%	-8	0%	-2%
42	NC1=C(Br)C(=O)c2ccccc2C1=O	8.9µM*	6%	15%[11.4 µM]	8%[57.1 µM]	-10%	-35%	-12	0%	-9%
43	Cc1cc(NC(=O)c2cc(-c3cccc(Cl)c3)on2)nn1Cc1ccc(Cl)cc1	?	-10%	-8%	7%	-5%	0%	-9	12%	-3%
44	Cc1nn(Cc2c(Cl)cccc2Cl)c(Cl)c1C(=O)O	-8%	-1%	18%	4%	0%	-16%	2	6%	-6%
45	CCN1CCN(c2ncnc3ccc(Br)cc23)CC1	-13%	6%	-18%	-12%	5%	-41%	-2	4%	-10%
46	COc1ccc(C2CC(=O)Nc3cc4c(cc32)OCO4)c(OC)c1 (stereo unspecified)	31%[activator]	.	6%	2%	.	-12%	-6	.	.
47	Cc1ccccc1-c1nc(CS(=O)CC(=O)N2CCC3(CC2)OCCO3)c(C)o1 (stereo unspecified)	-11%	-18%	?	9%[57.1 µM]	2%	3%	-1	3%	-4%
48	COc1cc2nc(N3CCCN(C)CC3)nc(N(C)C3CCN(C)CC3)c2cc1OC	.	.	?	90%[activator]	.	.	2	0%	-7%

High-throughput results deposited in PubChem BioAssay by National Center for Advancing Translational Sciences (NCATS).

An excerpt; rates above refer to the full screens.
